EBV gp42 inh – EBV gp42 inhibition; Q1HVG2; Fluorescence polarization binding assay, mP read-out; inhibition, % (tested at 21.74 µM); 0.42% of 220,000 active; in the data active = inhibition above about 50%
14-3-3 Bad inh – disrupts binding of bovine 14-3-3 zeta to phospho-Bad peptide | 0.71% of 220,000 active | inhibition, % at 21.7 µM | TR-FRET 14-3-3zeta/Dy647-pBad peptide displacement, 1 h | P63103 | AID 781;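 active = inhibition above about 70%, limit read from the data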;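 note: 0% = full 14-3-3 plus peptide FRET controls and 100% = background without 14-3-3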
Target sequence (P63103 whole entry, looked up): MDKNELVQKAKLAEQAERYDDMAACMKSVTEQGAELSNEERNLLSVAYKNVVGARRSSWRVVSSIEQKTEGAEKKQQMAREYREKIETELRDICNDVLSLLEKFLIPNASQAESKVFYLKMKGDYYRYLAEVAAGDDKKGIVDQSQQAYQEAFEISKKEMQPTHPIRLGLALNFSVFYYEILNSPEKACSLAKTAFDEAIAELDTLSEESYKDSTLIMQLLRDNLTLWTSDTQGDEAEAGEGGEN
thrombin 1536 – blocks human thrombin protease activity | alpha-thrombin, Boc-VPR-AMC fluorogenic substrate cleavage | inhibition, % at 5 µM | 0.26% of 220,000 active | AID 1046;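 active = inhibition at or above 40%; inactive = inhibition below 40%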;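 note: 0% = enzyme with no compound and 100% = wells without enzyme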
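Material: human alpha-thrombin protein. Incubation: reaction at ambient temperature. Technique: fluorescence of released AMC, ex 355 nm, em 460 nm. Control set: no-compound enzyme wells and no-enzyme blanks. Also added: Boc-VPR-AMC substrate, 15 µM final. Buffer or medium: pH 7.5 Tris (50 mM) with NaCl 150 mM, Tween 20 0.05%.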
KCC2 mod – modulates chloride dependent transport by human KCC2; B-score of Tl+ flux slope (higher = more flux/activation; lower = inhibition) at 10 µM; 2.2% of 190,000 active; KCC2 cells, thallium flux FluoZin-2 fluorescence; Q9H2X9;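 active = thallium flux slope and its plate-corrected score both differing from the plate sample mean at a set confidence after two filtering rounds, in either direction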;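 note: slope of fluorescence scaled to starting intensity during 10 to 20 s after thallium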
eIF4E 4G PPI – eIF4E/eIF4G interaction inhibition in translation initiation | P63073+Q04637 | TR-FRET eIF4E-eIF4GI(517-606) binding, 2 h | inhibition, % at 21.7 µM | 0.37% of 220,000 active;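 note: 0% = full FRET control wells and 100% = background wells lacking eIF4GI fragment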
Furin inhibitor – inhibitors of human furin. purified furin, fluorogenic substrate cleavage. inhibition, % at 30 µM. 0.061% of 220,000 active. AID 463115; in the data active = inhibition above about 25%; note: inactives centre near -15
hK5 inh – inhibitors of human kallikrein 5. Q9Y337. recombinant hK5, fluorogenic AMC substrate cleavage. inhibition, % at 5 µM. 0.59% of 210,000 active;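 active = inhibition of 40% or more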;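 note: 0% = enzyme controls without compound and 100% = no-enzyme blanks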
Target sequence (Q9Y337 67-293 limits assumed): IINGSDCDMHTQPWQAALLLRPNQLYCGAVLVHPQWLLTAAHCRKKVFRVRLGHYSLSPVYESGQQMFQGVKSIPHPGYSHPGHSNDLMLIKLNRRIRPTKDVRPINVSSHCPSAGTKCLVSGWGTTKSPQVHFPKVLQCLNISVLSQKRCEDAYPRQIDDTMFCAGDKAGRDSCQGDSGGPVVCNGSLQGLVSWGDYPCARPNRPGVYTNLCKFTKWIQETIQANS
NCF1 inh – inhibitors of human p47phox binding; P14598; p47phox/p22phox peptide binding, fluorescence polarization, 2 h; inhibition, % at 24.7 µM; 0.53% of 220,000 active; AID 1274;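 note: 0% = p47phox with labelled peptide and 100% = labelled peptide alone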
Rad51 HR inh – blocks human Rad51 in homologous recombination; Q06609; hRad51 DNA strand exchange, fluorescence dequenching; inhibition, % at 10 µM; 0.085% of 200,000 active;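 active = inhibition above 40% at the single screening dose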;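 note: 0% = DMSO control wells and 100% = blanks with heterologous ssDNA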
Target sequence (Q06609 whole entry, looked up): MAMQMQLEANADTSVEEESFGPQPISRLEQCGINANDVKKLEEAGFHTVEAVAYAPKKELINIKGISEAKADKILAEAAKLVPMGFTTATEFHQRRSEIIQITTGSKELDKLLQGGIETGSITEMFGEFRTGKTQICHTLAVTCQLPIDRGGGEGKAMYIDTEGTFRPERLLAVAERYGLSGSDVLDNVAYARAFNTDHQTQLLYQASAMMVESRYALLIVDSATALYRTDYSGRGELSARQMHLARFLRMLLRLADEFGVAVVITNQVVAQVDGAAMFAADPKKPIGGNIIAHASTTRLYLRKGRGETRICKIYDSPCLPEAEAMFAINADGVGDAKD
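Test system: preformed human Rad51 ssDNA filaments; also added: Donor/quencher-labelled 47-bp dsDNA substrate; doses: 10 µM final, single point; times: 37 °C 15-min filament assembly, 30-min compound preincubation, 15-min exchange; detection: FRET fluorescence dequenching, excitation 485 nm, emission 520 nm; read-out basis: Fluorescence-based percent inhibition, control- and blank-normalised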
* marks the source's active call; other numbers are inactive results; x = no result given; [ ] = dose if it differs, or a comment.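 Rule for the calls, unless noted: active = inhibition above about 30% (limit read from the data); inactive = the rest.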

item	SMILES	EBV gp42 inh	14-3-3 Bad inh	thrombin 1536	KCC2 mod	eIF4E 4G PPI	Furin inhibitor	hK5 inh	NCF1 inh	Rad51 HR inh
1	CCc1c(O)nc(SCC(=O)NCc2ccco2)[nH]c1=O	-5	-8[fluorescence artefact?]	-3	0.3	-11[fluorescence artefact?]	-20	-9	-3	4
2	COC(=O)C1=C(COc2ccc(C=O)cc2OC)NC(=O)NC1c1cc(C)ccc1C (stereo not drawn)	-18	9	5	-0.0051	3	-22	-8	-3	28
3	COc1ccc(CNC(=O)CN(Cc2ccc(Cl)cc2)S(C)(=O)=O)cc1	16	-7	-2	0.88	-3	0	-18	-8	-9
4	CCOC(=O)c1c(N)sc2c(OCC)c(Br)ccc12	-1	-2[fluorescence artefact?]	-3	-0.2	1	-17[20 µM]	-3	-12	12
5	CCOc1ccc(Nc2oc(-c3ccccc3Cl)nc2C#N)cc1	-26	13[fluorescence artefact?]	0	0.29	-14	-7[20 µM]	-2	9	-7
6	Cc1nnc(N/N=C/c2cccc(OCc3ccc(Cl)c(Cl)c3)c2)n1N	20	-6[fluorescence artefact?]	-5	0.17	5	-11	-4	-17	8
7	CN(C)S(=O)(=O)c1ccc(NC(=O)CN2CCN(C(c3ccccc3)c3ccccc3)CC2)cc1	-13	-9	1	x	0	-31[20 µM]	2	-4	-3
8	CC1=C(C#N)C(c2cccnc2)C2=C(CCCC2=O)N1 (stereo not drawn)	-15	-8	-11	2	1	-13[20 µM]	-22	-2	1
9	O=C(CSc1ccc2nnc(-c3cccc(F)c3)n2n1)NCC1CCCO1 (stereo not drawn)	-33	x	0	-1.3	x	-34	-4	20	4
10	Cc1nc2ccc(NC(=O)Cc3ccc4c(c3)OCCO4)cc2s1	-12	4	-1	1.2	3	2	-4	-21	20
11	CCn1cnc2cc(NCc3ccc(OC)cc3)ccc21	5	4	1	x	-7	-17[20 µM]	-3	-4	-1
12	COc1cc2c(cc1OC)-c1cc(OCc3cccnc3)nc(=O)n1CC2	-32	x	-10	-1.1	x	-24[20 µM]	-290	7	-10
13	COc1ccc(C(=O)N2CC(=O)N(CCc3ccccc3)C(=O)C2)cc1OC	0	2	3	0.39	-5	-25	-12	5	7
14	O=C1c2ccccc2C(=O)N1Cc1ccccn1	6	-25	-2	x	2	-29	8	-9	1
15	CS(=O)(=O)c1ccc(C(=O)OCc2nnc(-c3ccccc3)o2)cc1[N+](=O)[O-]	-10	10	-8	-3	-1	-7	5	-4	3
16	Cc1ccc(Cc2cncc(O)c2)cc1S(=O)(=O)O	0	0[fluorescence artefact?]	1	x	6[fluorescence artefact?]	-18[20 µM]	-31	-11	0
17	CCCN(CCC)CCCNC(=O)c1cn(CC)c2ccc(S(=O)(=O)N3CCc4ccccc4C3)cc2c1=O	-16	9	-9	0.025	6	-24	-4	5	1
18	CSc1sc(C(=O)O)c(C)c1C(C)=O	-17	3[fluorescence artefact?]	-5	-0.18	-22	2[20 µM]	-11	-6	2
19	CCCNc1nc(-c2cc(-c3ccc(Cl)cc3)on2)cc(C(C)C)n1	-23	-5	-4	-0.13	0	-34	0	-18	6
20	CC(=O)[C@H]1CC[C@H]2[C@@H]3CCC4=CC(=O)CC[C@]4(C)[C@H]3[C@H](O)C[C@]12C	-6	2	x	0.098	0	-15	-10	10	-7
21	CCCCC(=O)Nc1ccc(NC(=O)C(C)C)cn1	-20	x	-2	1	x	-24	-11	5	-6
22	O=C(CN1C(=O)S/C(=C/c2ccncc2)C1=O)N1CCOCC1	-6	6	-5	1.1	1[fluorescence artefact?]	-20	-17	-6	x
23	COc1ccc(O)c(C(=O)c2cc(C(=O)NCCc3ccccc3)c(=O)n(CCc3ccccc3)c2)c1	0	2	0	-2.2	4	-1	-6	-4	x
24	COc1ccc(CC(=O)OCC(=O)Nc2ncc(Cl)cc2Cl)cc1	-13	-2	3	-1.4	8	-20	3	-11	-11
25	CN(C)c1ccc(C(=O)NCC2CCCO2)cc1 (stereo not drawn)	-8	-7	0	0.26	-2	-10[20 µM]	-8	-14	-3
26	Cc1ccc(NCC(=O)Nc2c(C)n(C)n(-c3ccccc3)c2=O)cc1S(=O)(=O)N(C)C	-8	-4	-9	1.1	-3	-13	-1	-4	x
27	Cc1cc(C)n2nc(C(=O)N/N=C/c3c4ccccc4cc4ccccc34)nc2n1	-3	12	-8	-0.9	-7	-7	-7	2	-25
28	C/C(=N\NC(=O)c1ccccc1)c1ccccc1Br	-4	-7[fluorescence artefact?]	-11	0.78	-3	-12	-9	0	0
29	COC(=O)CSc1nnc(CNc2ccc(OC)cc2)n1C	3	4	-6	0.85	1	-30	-5	-16	0
30	CCN(CC)S(=O)(=O)c1ccc(S(=O)(=O)Nc2ccc(C(=O)N3CCCC3)cc2)cc1	-14	-4[fluorescence artefact?]	-2	0.11	-11[fluorescence artefact?]	-12	-11	-18	4
31	COc1cc(OC)cc(C(=O)N2CCN(C(=O)Cc3ccccc3)CC2)c1	-5	1	-3	1.1	1	-24	6	1	3
32	COc1ccc(-c2csc(NC(=O)COC(=O)c3ccc(Br)o3)n2)cc1	-2	-2	-12	-1.3	-1	1	-19	-15	4
33	O=c1[nH][nH]cc1C=Nc1ccc(Oc2ccccc2)cc1	-1	-15	-1	-0.81	3	-13	2	6	2
34	Cc1ccc(C2Nc3cccc4cccc(c34)N2)s1	-3	-6[fluorescence artefact?]	-8	-0.12	8	-15	2	-5	-7
35	Nc1nnc(-c2ccc(F)cc2)s1	2	6	-5	x	0	-15	3	-4	-7
36	COc1ccc(OC)c(NC(=O)c2cc(-c3cc(Cl)ccc3O)n[nH]2)c1	-8	13	3	x	-2	-16	-18	-10	3

Already shown: an excerpt of the list.
item	SMILES	EBV gp42 inh	14-3-3 Bad inh	thrombin 1536	KCC2 mod	eIF4E 4G PPI	Furin inhibitor	hK5 inh	NCF1 inh	Rad51 HR inh
23	COc1ccc(O)c(C(=O)c2cc(C(=O)NCCc3ccccc3)c(=O)n(CCc3ccccc3)c2)c1	0	2	0	-2.2	4	-1	-6	-4	x
24	COc1ccc(CC(=O)OCC(=O)Nc2ncc(Cl)cc2Cl)cc1	-13	-2	3	-1.4	8	-20	3	-11	-11
25	CN(C)c1ccc(C(=O)NCC2CCCO2)cc1 (stereo not drawn)	-8	-7	0	0.26	-2	-10[20 µM]	-8	-14	-3
26	Cc1ccc(NCC(=O)Nc2c(C)n(C)n(-c3ccccc3)c2=O)cc1S(=O)(=O)N(C)C	-8	-4	-9	1.1	-3	-13	-1	-4	x
27	Cc1cc(C)n2nc(C(=O)N/N=C/c3c4ccccc4cc4ccccc34)nc2n1	-3	12	-8	-0.9	-7	-7	-7	2	-25
28	C/C(=N\NC(=O)c1ccccc1)c1ccccc1Br	-4	-7[fluorescence artefact?]	-11	0.78	-3	-12	-9	0	0
29	COC(=O)CSc1nnc(CNc2ccc(OC)cc2)n1C	3	4	-6	0.85	1	-30	-5	-16	0
30	CCN(CC)S(=O)(=O)c1ccc(S(=O)(=O)Nc2ccc(C(=O)N3CCCC3)cc2)cc1	-14	-4[fluorescence artefact?]	-2	0.11	-11[fluorescence artefact?]	-12	-11	-18	4
31	COc1cc(OC)cc(C(=O)N2CCN(C(=O)Cc3ccccc3)CC2)c1	-5	1	-3	1.1	1	-24	6	1	3
32	COc1ccc(-c2csc(NC(=O)COC(=O)c3ccc(Br)o3)n2)cc1	-2	-2	-12	-1.3	-1	1	-19	-15	4
33	O=c1[nH][nH]cc1C=Nc1ccc(Oc2ccccc2)cc1	-1	-15	-1	-0.81	3	-13	2	6	2
34	Cc1ccc(C2Nc3cccc4cccc(c34)N2)s1	-3	-6[fluorescence artefact?]	-8	-0.12	8	-15	2	-5	-7
35	Nc1nnc(-c2ccc(F)cc2)s1	2	6	-5	x	0	-15	3	-4	-7

Remaining list, next part
item	SMILES	EBV gp42 inh	14-3-3 Bad inh	thrombin 1536	KCC2 mod	eIF4E 4G PPI	Furin inhibitor	hK5 inh	NCF1 inh	Rad51 HR inh
37	Cc1ccc(NC(=O)CN(C)C(=O)Cn2ncc(Cl)c(Cl)c2=O)cc1	-1	3[fluorescence artefact?]	-3	1.2	4[fluorescence artefact?]	-8	-7	-20	1
38	CNCC/C=C1/c2ccccc2CSc2ccccc21	0	-6	0	-0.18	-5[fluorescence artefact?]	-20[20 µM]	-10	-24	11
39	O=[N+]([O-])c1ccc(-n2cccc2/C=N/Nc2nc(N3CCCCC3)nc(N3CCCCC3)n2)cc1	-18	-6	-16	x	0	-10	0	-2	-2
40	C#CCOCCOCCOCCNc1nc(N2CCOCC2)nc(N2CCN(C(=O)[C@H]([C@@H](C)CC)n3cc(CCCCN)nn3)CC2)n1	-1	54[fluorescence artefact?]	-5	-0.34	5	-15	-17	1	1
41	O=C(O)CCCC(=O)Nc1cccc(-c2nc3ccccc3[nH]2)c1	-10	15	0	1.8	-2	-19	-15	13	4
42	CN(C)CCCNC(=S)Nc1ccc(Br)cc1	1	2	-1	1.1	0	-7	-3	-4	11
43	CC(C)c1ccc(C2=NN(c3ccccc3)C(=O)CC2)cc1	-2	3[fluorescence artefact?]	-3	-0.32	5[fluorescence artefact?]	-7	-4	-11	-3
44	CC(C)(C)NC(=O)c1ccc(COCC(F)(F)F)o1	-8	2	-5	-0.27	-2	-13[20 µM]	-30	-4	2
45	NNC(=O)CSc1ncc(-c2ccccc2)[nH]1	-8	2	-1	0.23	1	-26	-18	-13	7
46	O=C(Cn1cc(C(F)(F)F)ccc1=O)N/N=C/c1ccccc1	-17	-5	-6	-0.17	-1	-21	2	0	-5
47	CCc1nc2cc3sc(CC)nc3cc2s1	-12	0	-1	0.084	5	-22	x	5	x
48	CC(=O)N/C(=C/c1ccc(Cl)cc1)C(=O)NCCc1c[nH]c2ccccc12	-11	3	-3	-1.8	6	-23[20 µM]	-6	-7	x
49	Cc1nc2sccn2c1-c1csc(NCc2ccccc2)n1	-6	23	0	-2.8	4	-27	-27	-11	1
50	CC1(C)Cc2cccc(C(=O)NC3CCN(Cc4ccccc4)CC3)c2O1	-13	-6	-5	x	-6	-18	-1	-15	5
51	O=c1cc2ncc(-c3[nH]ncc3[N+](=O)[O-])cn2[nH]1	-4	7	3	-0.28	5	-9	2	-9	14
52	COC(=O)c1ccc(CSc2nnc(Nc3ccc(OC)cc3)s2)o1	-16	5	3	-0.49	5	-11[20 µM]	0	1	-10
53	CCN(Cc1ccccc1)C(=O)COC(=O)c1cnc(C)cn1	5	0	-1	0.077	-2	-9	-2	-2	7
54	CCOc1ncccc1C(=O)Nc1ccc(F)c(Cl)c1	-8	-1	-2	0.13	0	-10	3	-4	-6
55	O=C(CN(Cc1ccco1)C(=O)Cn1nnc(-c2cccs2)n1)NCc1ccccc1	-13	-1	-16	-1.5	-3	-11	-5	4	8
56	O=C(NC1CCCCCC1)C1c2ccccc2C(=O)N1Cc1ccco1 (stereo not drawn)	-10	-5	4	-0.13	9	-16	-20	5	3
